Compound activity: PubChem, National Center for Advancing Translational Sciences (NCATS)
AmpC inh det = blocks E. coli AmpC beta-lactamase in presence of detergent; P00811; purified AmpC, nitrocefin hydrolysis with detergent; Potency, µM (highest dose often 28.7 µM), without a hit: at the highest dose activity change, negative = inhibition; actives 0.09% (n = 71,000); AID 584; active means well fitted curve in the direction sought with a large enough effect
Target sequence (P00811 whole entry, looked up): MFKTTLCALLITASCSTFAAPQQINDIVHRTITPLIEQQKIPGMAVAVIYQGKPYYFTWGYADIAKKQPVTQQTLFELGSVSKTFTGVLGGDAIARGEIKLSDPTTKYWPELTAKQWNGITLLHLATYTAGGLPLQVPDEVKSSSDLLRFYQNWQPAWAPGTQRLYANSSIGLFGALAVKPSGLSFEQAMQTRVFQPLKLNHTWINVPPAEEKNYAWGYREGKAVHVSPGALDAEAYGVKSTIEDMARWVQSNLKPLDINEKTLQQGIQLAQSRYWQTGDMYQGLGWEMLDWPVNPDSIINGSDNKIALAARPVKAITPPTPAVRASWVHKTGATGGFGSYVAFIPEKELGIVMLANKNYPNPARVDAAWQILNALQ
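E. coli AmpC (5.3 nM) in 20 mM phosphate pH 7.0 with 0.01% Triton X-100, preincubated 15 min RT with compound; nitrocefin (2 uL of 800 uM stock) hydrolysis followed by 480 nm absorbance every 20 s over 4 min.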
An asterisk follows results filed as active; [ ] = dose if it differs, or a comment. On the % scale 0 is the no-effect control and ±100 the full control effect; potency means the concentration at half of the fitted maximal effect. Only part of the results is shown; the hit share may differ from the screen's.

SMILES	AmpC inh det
N[C@H](Cc1o[nH]c(=O)c1Cl)C(=O)O	-2%
CCOC(=O)N1CCC(NC(=O)CSCc2nc(-c3cccc(OC)c3)oc2C)CC1	-7%
O=C(CCc1nc(-c2ccccc2)no1)NCc1ccco1	-5%
O=C(NCCN1CCc2ccccc2C1)C1CCN(S(=O)(=O)N2CCCCC2)CC1	1%
CCOCCCNC(=O)C1CCN(C(=O)Nc2ccc(Cl)cc2)CC1	-2%
CCOC(=O)C1CCN(C(=O)Cc2c(C(=O)O)[nH]c3ccccc23)CC1	0%
O=c1cc(-c2ccccc2)nc2n1Cc1ccccc1-2	1%
Cc1cc(C)c2c(CN3CCN(C)CC3)cc(=O)oc2c1	3%
COc1ccc(F)cc1CN1CCN(c2cc(C)nc3c4c(C)cc(C)nc4nn23)CC1	-2%
O=C(NC1CCCCCC1)c1cc(S(=O)(=O)N2CCC3(CC2)OCCO3)ccc1F	-6%
O=C(CCNS(=O)(=O)c1cccc2nsnc12)NC1CCN(Cc2ccccc2)CC1	-1%
Clc1ccccc1-c1nc(N2CCNCC2)c2ccccc2n1	9%
CCn1nnc(-c2ccccc2NC(=O)C(F)(F)F)n1	26%
COc1ccc(C(C)=O)cc1COC(=O)c1ccc(S(=O)(=O)N2CCOCC2)cc1	-4%
COc1ccc(CNc2ccnc(-c3ccccc3C(F)(F)F)n2)c(OC)c1	5%
COc1ccc(CCN(C)C(=O)N2CCOCC2)cc1OC	1%
O=C(Nc1ccc(OC(=O)c2cccnc2)cc1)c1cccnc1	-5%
CCCc1cc(C(=O)Nc2ccc(C)cc2)no1	16%
CCOC(=O)CNC(=O)CSc1nc2sc(C)c(C)c2c(=O)n1C	-3%
O=c1cnc2cnc(Oc3cccc(Cl)c3)nc2n1C[C@H]1CCCO1	-1%
CCn1cc(C(=O)NCC2COc3ccccc3O2)c2cc(OC)c(OC)cc2c1=O (stereo unspecified)	12%
Cc1ccc(S(=O)(=O)C2(C(=O)O)CCCC2)cc1C	-5%
COc1ccc(Cc2nnc(SCc3c(C)noc3C)n2C2CCCCC2)cc1OC	-5%
CCOc1ccc(C(=O)CSc2nnc(N)s2)cc1	-3%
COc1cccc(CN(CC(=O)NCC2CCCO2)C(=O)CCC(=O)Nc2cc(C)on2)c1 (stereo unspecified)	11%

Pulled by compound from the list above (3):
SMILES	AmpC inh det
COc1cccc(CN(CC(=O)NCC2CCCO2)C(=O)CCC(=O)Nc2cc(C)on2)c1 (stereo unspecified)	11%
O=C(CCNS(=O)(=O)c1cccc2nsnc12)NC1CCN(Cc2ccccc2)CC1	-1%
CCn1cc(C(=O)NCC2COc3ccccc3O2)c2cc(OC)c(OC)cc2c1=O (stereo unspecified)	12%

(more compounds)
SMILES	AmpC inh det
Cc1oc(C(C)(C)C)cc1C(=O)Nc1ccc2c(c1)OCCO2	-2%
COc1ccccc1Nc1nc(N)nc(CSc2nnc(C)s2)n1	-3%
COc1cc2ccccc2cc1-c1nnc(COc2ccccc2)o1	14%
Cc1cccc(C(=O)Nc2cc(=O)n(C)c(=O)n2C)c1	11%
CCOC(=O)c1ccc(-c2c(C(=O)OCC)oc3cc(O)c(CC)cc3c2=O)o1	16%
COc1cc(C(=O)N2CCN(C(=O)Cc3ccccc3)CC2)cc(OC)c1OC	13%
CCOC(=O)C(C)Sc1ccc2nnc(-c3ccc(F)cc3)n2n1 (stereo unspecified)	-5%
CCc1nnc(NC(=O)c2ccc(NS(=O)(=O)c3ccccc3)cc2)s1	-6%
CCC1CCCCN1CCNS(=O)(=O)c1ccc2c(c1)oc(=O)n2C (stereo unspecified)	5%
NS(=O)(=O)c1ccc(CCNC2CC(=O)N(CCc3ccccc3)C2=O)cc1 (stereo unspecified)	-1%
CCCCS(=O)(=O)NC1=NCN(CC)CN1	-4%
CC1(C)OC(=O)C(=CNCC(O)c2ccccc2)C(=O)O1 (stereo unspecified)	-4%
O=C(Nc1c(C(=O)Nc2cccc(F)c2)oc2ccccc12)c1ccc2c(c1)OCO2	-2%
Cc1cc(C)n2c(SCCC(C)C)nnc2n1	13%
CSc1nc2ccc(S(=O)(=O)Nc3c(C)n(C)n(-c4ccccc4)c3=O)cc2s1	-1%
CCCCC(CC)CNC(=O)c1[nH]c(C)c(C(C)=O)c1C (stereo unspecified)	3%
O=S1(=O)CCN2C(=N1)Sc1c2ccc2c1CCCC2	13%
CC(C)(C)CC(C)(C)c1ccc(OCCO)cc1	11%
CCCCC1(COC(=O)CCC(=O)O)C(=O)N(c2ccccc2)N(c2ccccc2)C1=O	-3%[12.8 µM]
COc1ccc(Oc2coc3c(CN(C)C)c(O)ccc3c2=O)cc1	9%
COc1c(C)cccc1C(=O)Nc1cc(Cl)ccc1N1CCOCC1	-2%
Cn1nnc(NC(=O)COc2ccc(C3CCCCC3)cc2)n1	-12%
c1csc(CNc2ccnc(-c3ccc4c(c3)OCO4)n2)c1	5%
COc1cccc(N2CCN(c3c4c(nc5ncnn35)CCC4)CC2)c1	-3%
COC(=O)C(C(=O)OC)N1C(=O)CCC1=O	-1%

Brought forward from above: six compounds; new compounds follow.
SMILES	AmpC inh det
COc1ccc(Oc2coc3c(CN(C)C)c(O)ccc3c2=O)cc1	9%
COc1c(C)cccc1C(=O)Nc1cc(Cl)ccc1N1CCOCC1	-2%
Cn1nnc(NC(=O)COc2ccc(C3CCCCC3)cc2)n1	-12%
c1csc(CNc2ccnc(-c3ccc4c(c3)OCO4)n2)c1	5%
COc1cccc(N2CCN(c3c4c(nc5ncnn35)CCC4)CC2)c1	-3%
COC(=O)C(C(=O)OC)N1C(=O)CCC1=O	-1%
O=C(CN1C(=O)COc2ccc(Cl)cc21)Nc1ccc2c(c1)OCCO2	-3%
CCc1nnc(NCn2nc(C)cc2C)s1	-1%
Cc1cc(NC(=O)Cn2nc(C(F)(F)F)c3c2CCC3)n(-c2ccccc2)n1	6%
Cc1nn(Cc2ccccc2Cl)c(C)c1C(=O)NCc1ccco1	-2%
CCCCOc1ccccc1NC(=O)CC1Nc2ccccc2NC1=O (stereo unspecified)	16%
S=C(CSc1ccccc1)Nc1cccc2ccccc12	-3%[5.75 µM]
CCCCC(=O)Nc1ccc2c(c1)OCCO2	16%
C(=C\c1ccccc1)/CN1CCN(Cc2ccc3c(c2)OCCO3)CC1	-5%
FC(F)(F)c1ccccc1-c1cncnc1NCc1cccnc1	6%
Cc1oc(C)c(C(N)=O)c1C(N)=O	-4%
Cc1ccn2cc(CCNC(=O)c3ccc(Br)o3)nc2c1	3%
Cc1cc(=O)oc(C)c1C(=O)NCCCN1CCN(c2ccc(F)cc2)CC1	-5%
CC(=O)N1CCN(CC(=O)Nc2c(Cl)cccc2Cl)CC1	-1%
CCCNS(=O)(=O)c1ccc(OCC(=O)N2CCN(Cc3ccc4c(c3)OCO4)CC2)cc1	-4%
Nc1cc(Cl)c(NC2=NCCN2)c(Cl)c1	-1%
COCCn1nnnc1CN(CCc1ccc(OC)c(OC)c1)Cc1cc2ccc(C)cc2[nH]c1=O	-2%
CS(=O)(=O)N(CC(N)=O)c1ccc(F)c(Cl)c1	-5%
CCOC(=O)N1CCN(C(=O)Cn2ncn3nc(-c4cccs4)cc3c2=O)CC1	-3%
CCNc1ncc2nc(-c3cn(C)c4ccccc34)c(=O)n(-c3ccccc3)c2n1	-1%
COc1ccc(-n2c(=O)cc(N3CCN(c4ccccc4OC)CC3)[nH]c2=O)cc1	-5%
Cc1cc(C)n2nc(-c3cccnc3)nc2n1	-3%
CC(=O)NCCNc1ncnc2ccc(-c3ccc4c(c3)OCO4)cc12	10%
O=C(CCCn1c(=O)[nH]c2ccsc2c1=O)N1CCCCC1	-1%
COC(=O)C(O)(c1ccc2c(c1)CCCN2)C(F)(F)F (stereo unspecified)	-3%
Cc1ccc(CNC(=O)CSc2nc(N3CCCCC3)nc(N3CCCCC3)n2)cc1	-1%
More structures
SMILES	AmpC inh det
Cc1cc(=O)oc2cc(Oc3ncccn3)ccc12	7%
C=CCN1C(=O)/C(=C2\SC(N3CCOCC3)=NC2=O)c2cc(Br)ccc21	12%
CC(C)(C)Cc1nnc(NS(=O)(=O)c2ccc(F)cc2)s1	-3%
O=c1n(CC2CO2)c(=O)n(CC2CO2)c(=O)n1CC1CO1 (stereo unspecified)	3%
Cn1nc(-c2ccc(C(=O)NCC3CCCO3)cc2)c2ccccc2c1=O (stereo unspecified)	-3%
Cc1cccc(NC(=O)CN2CCN(CC(=O)Nc3cccc(C)c3)CC2)c1	4%
O=C(CCc1ccccc1)N1CCN(CCO)CC1	11%
CC(OC(=O)c1nsc(Cl)c1Cl)C(=O)NCc1ccco1 (stereo unspecified)	-1%
CCC(c1nnc(SCCNCCO)n1CCN1CCOCC1)N(C)C (stereo unspecified)	-3%
O=S(=O)(c1ccc2c(c1)OCCO2)N1CCC(O)(c2ccc(Cl)cc2)CC1	24%
O=C(CSc1nc(-c2ccccc2)cc(=O)[nH]1)N1CCc2ccccc21	-6%
CC(N)=O	-2%
CN(C)S(=O)(=O)c1ccc2c(c1)/C(=C/c1cc3c([nH]1)CCCC3)C(=O)N2	1%
Cc1cc(=O)n2[nH]c(-c3ccc(Cl)cc3)cc2n1	2%
CC(NC(=O)c1cccnc1)C(c1cccs1)N1CCOCC1 (stereo unspecified)	18%
CNC(=O)CN1C(=O)CSc2nc(C)cc(C)c21	7%
C/C(=N\S(=O)(=O)c1ccc(C)cc1)N1CCN(S(=O)(=O)c2ccccc2)C1	-3%
N#CCSc1nnc(COc2ccc3ccccc3c2)o1	1%
O=C(CSc1nnc2scc(-c3ccc(Cl)cc3)n12)NCc1ccc2c(c1)OCO2	0%
O=C(c1cc(C(F)(F)F)cc(C(F)(F)F)c1)N1CCC2(CC1)CN(Cc1ccncc1)C2	-3%
COC(=O)c1ccc(Oc2nc(NC(C)C)nc(SC)n2)cc1	-6%
CC(=O)Nc1cccc(OCC(=O)NS(=O)(=O)c2ccc(Cl)cc2)c1	9%
O=C1NCC2=C1C(c1ccc(Br)cc1)Nc1ccccc1N2 (stereo unspecified)	-4%
COc1ccc(-c2nnc(CSc3nc4ccccc4c(=O)n3CC3CCCO3)o2)cc1OC (stereo unspecified)	-1%
COCC(C)OC(=O)C(C#N)c1nc2ccccc2nc1N1CCN(Cc2ccccc2)CC1 (stereo unspecified)	-3%
New compounds follow
SMILES	AmpC inh det
COc1ccc(CC(=O)Nc2c3c(nn2-c2cccc(C)c2C)CS(=O)C3)cc1OC (stereo unspecified)	0%
O=C(c1c(F)cccc1F)N1CCN(c2cccc(C(F)(F)F)c2)CC1	5%
COc1ccc(-c2nnc3ccc(SCC(=O)NCc4ccco4)nn23)cc1	-2%
COC(=O)[C@@]1(Cc2ccc(OC)cc2)[C@H]2c3cc(C(=O)N4CCCC4)n(Cc4cc(F)c(F)c(F)c4)c3C[C@H]2CN1C(=O)c1ccccc1	3%
CCOC(=O)Cc1c(C)c2ccc(N(CC)CC)cc2oc1=O	-2%
Cc1c(NC(=O)CSc2nnc(-c3cccc(Cl)c3)o2)c(=O)n(-c2ccccc2)n1C	-3%
N#CC1=C(N)OC2=C(CCC/C2=C/c2ccoc2)C1c1ccoc1 (stereo unspecified)	-4%
Cc1cc(C)n2c(Br)c(CSc3nc4ccccc4o3)nc2n1	-6%
COc1ccc(C(=O)Cn2nnc(-c3ccc(N4CCOCC4)cc3)n2)cc1OC	8%
COc1cc(SC)ccc1C(=O)NC1CCCCC1	0%
CCOC(=O)c1nnn(-c2nonc2-c2ccccc2)c1C	-3%
COc1ccc(NC(=O)CSC2CCCCC2)cc1	-3%
CCCn1c(SCC(=O)N2CCc3ccccc32)nnc1-c1ccncc1	1%
CCC(C)NC(=O)CSc1nc2ccc(N3CCOCC3)cc2c(=O)n1CCc1ccccc1 (stereo unspecified)	-3%
Cn1c(=O)c2c(nc(CN3CCN(c4ccccc4)CC3)n2Cc2ccccc2F)n(C)c1=O	-1%
O=C(CN1CCOCC1)NCc1ccccc1	-3%
CCOC(=O)C1=C(N)Oc2cc(O)ccc2C1c1cccnc1 (stereo unspecified)	9%
COC(=O)CSc1nnc(SCc2ccc(OC)cc2)s1	-5%
CN(C)c1cccc(C(=O)NCC2CCCO2)c1 (stereo unspecified)	11%
CCn1cc(C(=O)NC2CCCCC2C)c(=O)c2ccc(C)nc21 (stereo unspecified)	-1%
CC(C)CCSc1nc2c(c(=O)[nH]c(=O)n2C)n1CCCc1ccccc1	10%
Cc1cnc(C(=O)Nc2nnc(C)s2)cn1	-3%
CC(NS(=O)(=O)c1ccccc1)C(c1cccs1)N1CCN(C)CC1 (stereo unspecified)	1%
CS(=O)(=O)N(CC(=O)NCC1CCCO1)c1ccc(Cl)c(Cl)c1 (stereo unspecified)	-2%
CCCC(=O)N(Cc1cc2cccc(C)c2[nH]c1=O)c1ccccc1OC	-1%
(continued)
SMILES	AmpC inh det
CCOC(=O)C1CCCN(C(=O)c2ccc(CS(=O)(=O)c3ccc(Br)cc3)o2)C1 (stereo unspecified)	12%
O=C(Nc1cccc(F)c1)N1CC[C@@]2(CCCN(C(=O)c3cccc(F)c3)C2)C1	0%
CC(NC(=O)Nc1ccccc1O)(C(F)(F)F)C(F)(F)F	-5%
COc1cc(CNC(=O)CCCC/C=C/C(C)C)ccc1O	8%
CCOC(=O)Cc1csc(NC(=O)CSc2ncnc3c2cnn3-c2ccc(OC)cc2)n1	1%
CCCN(CCC)c1ncnc2c1cnn2-c1ccc(OC)cc1	-5%
Cc1ccccc1Cn1c(=O)c2c(nc3n2CCN3Cc2ccco2)n(C)c1=O	-2%
O=C(CSc1nnc(-c2ccccc2)o1)NC1CCCCC1	-2%
Cc1cccc(N2CCN(CC(=O)NCC3CCCCC3)CC2)c1C	-5%
Nc1nc2nccc(-c3ccc(Cl)cc3)n2n1	-3%

Compounds above with a COOH group (four):
SMILES	AmpC inh det
N[C@H](Cc1o[nH]c(=O)c1Cl)C(=O)O	-2%
CCOC(=O)C1CCN(C(=O)Cc2c(C(=O)O)[nH]c3ccccc23)CC1	0%
Cc1ccc(S(=O)(=O)C2(C(=O)O)CCCC2)cc1C	-5%
CCCCC1(COC(=O)CCC(=O)O)C(=O)N(c2ccccc2)N(c2ccccc2)C1=O	-3%[12.8 µM]
